Assay outcomes as filed in PubChem.
TSHR antagonist = blocks TSH signaling through the human TSH receptor; AID 504810; activity change, negative = inhibition, % at 11.5 µM; P16473; TSHR-expressing cells, TSH-stimulated cAMP HTRF, 2 h; stronger effect = lower value; 330,000 tested, 0.2% active;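 active = activity change below a set negative limit, meaning inhibition stronger than a set level, cut at about -70% in these data; inconclusive = activity change between two set negative limits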; also: % is scaled to controls: 0 for no effect and ±100 for the full control effect
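Freshly harvested TSHR cells receive pin-tooled compound, then EC80 TSH at 4nM final. After 2 hours at 37 deg C, antibody in lysis buffer and cAMP-d2 are added; 30 minutes at ambient temperature precede the HTRF read.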
BCR signal inh = inhibitors of chronic active B-cell receptor signaling. Potency, µM (highest dose often 46.1 µM), for inactives: at the top dose ratio change, negative = lower green/red ratio, most hits filed as inhibitors. 340,000 tested, 0.05% active. ABC-DLBCL IkBa-CBG/CBR reporter, luminescence ratio, 4 h. AID 493014; active = well fitted inhibition curve with a large enough effect in the signal ratio, with a control signal flat, not every such curve was filed as active; inconclusive = small, poorly fitted or top-dose-only effect, or effect the other way, or a change in a side signal; the % refers to the signal ratio;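 also: potency is read from the fitted curve at half-maximal effect; plate controls were basal doxycycline-induced cells for no effect and cells given 10 µM MG132 for full effect; MG132 reads +100%, hits lower the ratio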
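TMD8 human ABC-DLBCL cells with doxycycline-inducible IκBα–green luciferase fusion and unfused red luciferase, in 0.5% FBS medium; compounds up to 46 uM, 4 h at 37C. Green/red luminescence ratio, filter-overlap corrected, fitted to concentration-response curves.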
MLL CXXC-DNA inh = inhibitors of human MLL CXXC domain-DNA interaction | Q03164 | MLL-CXXC / FITC-HOXA9 DNA fluorescence polarization | Potency, µM (titrated, usually from 115 µM), for inactives: top-dose activity change, negative = inhibition, usual class: inhibitors | 290,000 tested, 0.037% active | AID 2662; active = well fitted inhibition curve with a large enough effect in the polarisation, with a control signal flat, not every such curve was filed as active; inconclusive = small, poorly fitted or top-dose-only effect, or effect the other way, or a change in a side signal; inactive = no such curve, though single readings can be large or run the other way; the % refers to the polarisation; also: potency is read from the fitted curve at half-maximal effect
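Steps: dispense CXXC domain solution (7 uM) → pin compounds or unlabeled HOX-A9 DNA control → 5 min ambient → add FLSN-HOX-A9 solution (50 nM) → spin → 30 min ambient → fluorescence polarization. Tris pH 7.5/NaCl/DTT/BSA buffer.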
A-T KAP1 phos = potential ataxia-telangiectasia treatments restoring KAP-1 phosphorylation; […] A-T fibroblasts, KAP-1 phosphorylation AlphaLISA; neocarzinostatin DNA damage 30 min before lysis; Potency, µM (titrated, usually from 57.5 µM), for the others: at the top dose activation, usual class: activators; 320,000 tested, 0.19% active; AID 485349; also: potency is read from the fitted curve at half-maximal effect; % of control where 0% means no effect; nearly all actives have a fitted effect of over 45% in size
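ATM-like activity read as KAP-1 phosphorylation via AlphaLISA donor/acceptor antibody pairs after lysis and 6 hr at 25C. Cells were ATM-null patient fibroblasts ([…], hTERT), dosed 60 min, then exposed to the DSB inducer NCS for 30 min.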
Giardia kill = Giardia lamblia killing; Giardia lamblia trophozoite viability; activity change, % at 7.66 µM, hits read low; 340,000 tested, 0.15% active; in the data active = activity change below about -80%; inconclusive = between about -30% and that limit;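 also: parasites exposed to compound for two days anaerobically before the ATP read; % is scaled to controls: 0 for no effect and ±100 for the full control effect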
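ATP-content bioluminescence gauges trophozoite survival. Cells (100/well) receive compound and incubate anaerobically for 48 hrs at 37 deg C; detection reagent follows for 15-30 min at room temperature.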
FBPA coupling cs = counter-screen for Giardia aldolase inhibitors: coupling enzyme system; activity change, negative = inhibition, % at 58.2 µM, hits read low; 290,000 tested, 0.67% active; AID 2472; coupling enzyme system counterscreen, AmpLite Red fluorescence; in the data active = activity change below about -30%; also: % is scaled to controls: 0 for no effect and ±100 for the full control effect
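Counterscreen of the coupled detection system alone, without aldolase: glyceraldehyde-3-phosphate coupling enzymes plus AmpLite Red readout. Compounds at 57.5 uM final, 10 min RT preincubation, 20 min RT reaction, fluorescence 525/598 nm.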
hERG WT inh = inhibitors of human wildtype KCNH2 potassium channel; 340,000 tested, 0.37% active; U2OS, BacMam KCNH2, thallium flux FluxOr; stronger effect = lower value; activity change, % at 1.84 µM; Q12809;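 active = maximum activity change below -70%; inconclusive = maximum activity change between -70% and -50%; inactive = maximum activity change above -50%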; also: % is scaled to controls: 0 for no effect and ±100 for the full control effect
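U2OS cells transduced with wild-type KCNH2 virus are loaded with FluxOr dye for 45 min, and thallium flux is measured in kinetic reads before and after stimulation buffer. Rate constants are normalized to DMSO controls.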
GALK inhibitor = blocks human galactokinase activity; Purified GALK, Kinase-Glo residual ATP luminescence; P51570; AID 1868; Potency, µM (highest dose often 57.5 µM), inactives show top-dose activity change, negative = inhibition, hits mostly inhibitors; 270,000 tested, 0.007% active; also: potency is read from the fitted curve at half-maximal effect; % is scaled to controls: 0 for no effect and ±100 for the full control effect
Target sequence (P51570 whole entry, looked up): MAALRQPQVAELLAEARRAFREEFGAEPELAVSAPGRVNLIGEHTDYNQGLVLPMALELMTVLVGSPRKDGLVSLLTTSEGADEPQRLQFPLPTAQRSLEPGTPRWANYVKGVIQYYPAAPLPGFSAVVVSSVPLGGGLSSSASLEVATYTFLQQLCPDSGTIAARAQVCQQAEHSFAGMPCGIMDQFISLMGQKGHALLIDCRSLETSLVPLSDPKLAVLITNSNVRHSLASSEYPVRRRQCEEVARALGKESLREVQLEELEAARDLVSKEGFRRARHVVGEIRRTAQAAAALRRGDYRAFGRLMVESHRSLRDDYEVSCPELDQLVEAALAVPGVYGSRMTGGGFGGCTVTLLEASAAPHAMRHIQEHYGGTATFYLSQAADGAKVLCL
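Human GALK (5 nM) with 35 uM ATP and 100 uM galactose in 20 mM HEPES pH 8.0, 5 mM MgCl2, 60 mM NaCl, 1 mM DTT, 0.01% BSA. After 1 h at room temperature, leftover ATP was read by Kinase-Glo Plus luminescence.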
TCR activator = T cell receptor activation; primary human leukocytes, anti-CD3, IL-2 HTRF, 48 h; Potency, µM (highest dose often 9.22 µM), inactives show at the highest dose activation of IL-2 secretion, hits mostly activators; 330,000 tested, under 10 active; AID 504894; also: % of control where 0% means no effect
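Human primary leukocytes + a-CD3 beads + cpd, 48 hr; IL-2 in supernatant by HTRF (ex 320nm / em 665nm). No co-stimulatory signal supplied.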
Tb PFK inh = inhibitors of T. brucei phosphofructokinase. O15648. T. brucei PFK, ADP-Glo luminescence. Potency, µM (top dose mostly 57.5 µM), for inactives: at the top dose activity, negative = inhibition, most hits filed as inhibitors. 330,000 tested, 0.17% active;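 also: potency is read from the fitted curve at half-maximal effect; 0% = uninhibited 1x PFK enzyme wells and -100% = no-enzyme wells; nearly all actives have a fitted effect of over 60% in size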
Target sequence (O15648 whole entry, looked up): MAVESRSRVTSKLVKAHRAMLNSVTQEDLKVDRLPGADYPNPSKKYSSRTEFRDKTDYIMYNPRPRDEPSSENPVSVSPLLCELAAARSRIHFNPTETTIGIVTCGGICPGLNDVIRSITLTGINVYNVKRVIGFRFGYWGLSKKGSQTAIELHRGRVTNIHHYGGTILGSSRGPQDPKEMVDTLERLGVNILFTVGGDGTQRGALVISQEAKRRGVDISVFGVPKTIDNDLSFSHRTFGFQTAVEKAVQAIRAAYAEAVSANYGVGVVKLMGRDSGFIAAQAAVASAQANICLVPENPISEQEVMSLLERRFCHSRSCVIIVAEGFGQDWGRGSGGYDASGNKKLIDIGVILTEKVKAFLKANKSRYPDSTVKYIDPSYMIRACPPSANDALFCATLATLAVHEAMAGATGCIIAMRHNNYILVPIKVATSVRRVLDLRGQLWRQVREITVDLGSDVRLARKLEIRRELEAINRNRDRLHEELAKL
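1.25 nM PFK with 0.5 mM F6P and 0.1 mM ATP in 0.1 M TEA pH 8.0, 5 mM MgCl2, incubated 45 min at room temperature; ADP measured by ADP-Glo luminescence; compounds titrated up to 57 uM.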
* marks the source's active call; other numbers are inactive results; u = inconclusive; x = not tested or not shown; & = joins results of further samples; [ ] = another dose, or the depositor's remark. Unless noted, calls follow the shape of the dose curve; as a rule, active = well fitted curve in the direction sought with a large enough effect; inconclusive = small, poorly fitted or top-dose-only effect, or another doubt; inactive = no such curve, though single readings can be large; an effect the other way counts as inactive or inconclusive.

canonical_smiles	TSHR antagonist	BCR signal inh	MLL CXXC-DNA inh	A-T KAP1 phos	Giardia kill	FBPA coupling cs	hERG WT inh	GALK inhibitor	TCR activator	Tb PFK inh
CCOC(=O)C1(CC2CCCCO2)CCN(C(=O)Nc2ccc3c(c2)OCO3)CC1 (configuration not stated)	10.0	-12.4%	-0.2%	-1.0%	3.9	0.4	-2.3	9.8%	-2.1%	1.7%
COc1cccc(NC(=O)CN(C)C(C)C(=O)N2CCCC2)c1 (configuration not stated)	8.4	0.7%	x	10.7%	u	x	29.8	x	4.1%	3.6%
O=C(COC(=O)c1ccccc1Br)Nc1cc(S(=O)(=O)N2CCOCC2)ccc1N1CCCC1	-6.2	u	-3.0%	-0.9%	-1.0	2.0	-19.3	8.8%	18.0%	-0.4%
Cc1ccc(-n2c(Cc3ccccc3)nnc2SCC(=O)NNC(=O)Cc2ccccc2)cc1	11.6	-2.5%	-8.1%	0.3%	-4.9	11.8	0.0	0.1%	-4.0%	1.5%
CC(C)(C)OC(=O)N1CCN(CCNC(=O)c2ccccc2)CC1	-0.1	2.6%	11.5%	-5.3%	-3.1	3.0	-6.4	0.1%	3.9%	0.0%
O=C(OCCCc1cc2ccccc2c(=O)o1)c1ccc(C(F)(F)F)cc1	-7.6	9.4%	x	6.5%	-5.4	x	-22.7	x	-2.0%	-2.1%
CC1(C)CC(=O)C(C=NCC(O)c2ccccc2)=C(O)C1 (configuration not stated)	-5.5	3.1%	-5.1%	-0.5%	-13.0	-3.1	-19.5	2.4%	7.4%	1.0%
O=C(CSc1nnc(Cc2ccccc2)o1)NCCc1ccccc1	x	x	9.3%	x	-4.6	-0.7	13.5	0.7%	x	x
O=C(CN1C(=O)C2CCCCC2C1=O)N1CCN(c2ccc(F)cc2)CC1 (configuration not stated)	-5.1	-3.7%	-4.1%	0.0%	-7.4	-0.7	-6.0	0.8%	-27.5%	-9.5%
CN(C(=O)COC(=O)CCC(=O)c1ccc(Cl)cc1)c1c(N)n(Cc2ccccc2)c(=O)[nH]c1=O	13.8	1.5%	x	17.8%	10.1	x	4.7	x	0.9%	0.0%
Cc1ccc(-n2c(=O)c3sccc3n(Cc3cc(=O)n4ccccc4n3)c2=O)cc1F	46.9	6.2%	-3.9%	2.8%	x	2.2	x	0.9%	-0.5%[46.1 µM]	0.0%
O=C(O)CC(SCC(=O)Nc1ccc(S(=O)(=O)N2CCCC2)cc1)C(=O)O (configuration not stated)	-5.0	-5.9%	-0.8%	-2.0%	6.7	5.9	-3.3	-0.2%	4.2%	-0.6%
CCN(Cc1ccncc1)C(=O)C1CCC(=O)N(Cc2ccc(Cl)cc2)C1 (configuration not stated)	-5.5	2.7%	-9.1%	3.4%	22.0	x	9.6	5.4%	-3.6%	0.1%
C=CCOc1c(Cl)cc(CNc2nccs2)cc1OC	5.7	u	-2.4%	2.9%	4.9	-8.4	-3.0	-0.2%	-8.0%	4.5%
Nc1ccc(S(=O)(=O)Nc2nccs2)cc1	x	x	x	x	1.4	1.6&3.4	4.7	x	0.6%	x
CCOc1ccc(C(C)=O)cc1Cn1c(=O)oc2ccccc21	-0.2	u	25.1%	-3.5%	-11.6	-2.0	-1.9	x	8.8%	1.3%
CC(C)(C)OC(=O)N1CCC[C@H]1C(=O)N/N=C/c1cccc2nccnc12	-3.7	-20.4%	-2.9%	-3.1%	1.8	4.5	2.6	5.4%	-0.1%	0.2%
Cc1ccc(S(=O)(=O)CC(=O)N2CC(C)OC(C)C2)cc1 (configuration not stated)	2.7	1.1%	-6.3%	6.6%	-5.6	x	-1.4	-1.0%	-4.5%	1.0%
CC1CN(C(=O)CCC(=O)NCCCc2ccccc2)c2ccccc2O1 (configuration not stated)	-2.1	-0.6%	x	2.0%	-2.8	3.8	3.2	x	5.0%	5.4%
CN(C(=O)COc1ccc(Cl)cc1Cl)c1nnc(C23CC4CC(CC(C4)C2)C3)s1	-2.6	-1.1%	5.8%	3.2%	-14.8	-1.3	-5.5	x	0.4%	4.0%
C=C(C)[C@@H]1CC=C(CN2CCC(CCOC)(C(=O)OCC)CC2)CC1	-9.4	8.5%	-4.2%	9.6%	-9.2	8.6	33.4	-0.4%	-2.3%	-4.6%
O=C(Nc1nc(-c2cccc3ccccc23)cs1)c1ccc2c(c1)S(=O)(=O)c1ccccc1C2=O	4.3	4.5%	-12.8%	-0.1%	-14.3	0.5	-33.4	2.4%	2.8%	-9.6%
CCOc1ccc(NC(=O)C2C(c3ccccc3)C2(Cl)Cl)cc1 (configuration not stated)	-38.1	u	12.6%	4.6%	7.1	-0.9	3.3	-1.1%	-4.0%	-4.6%
O=C(Nc1ccc(N2CCOCC2)nc1)c1ccc(Cl)cc1	-9.0	-2.4%	-7.4%	-1.2%	2.5	-1.2	0.9	0.7%	9.6%	-2.4%
CCCCNC(=O)C1c2cc(OC)c(OC)cc2C(=O)N(C)C1c1ccc(OC)cc1 (configuration not stated)	-10.0	-5.8%	4.5%	9.8%	8.1	3.0	-2.4	-0.5%	2.1%	0.1%
Cc1cc(SCC(=O)N2CCCC2=O)nc2ccccc12	-5.9	-5.9%	x	-2.1%	7.1	x	0.1	x	1.2%	6.7%
CC1CCN(S(=O)(=O)c2ccc3c(c2)n(C)c(=O)n3C)CC1	2.7	-8.0%	-4.8%	11.7%	6.8	0.8	-2.9	1.5%	-2.7%	-1.0%
Cc1cc(C)c(C#N)c(Nc2cccc(C)c2C)n1	-1.5	7.5%	8.3%	-0.1%	11.8	1.4	-4.7	-1.2%	0.2%	0.9%
Cc1ccc(S(=O)(=O)Cc2nc3ccccc3c(=O)[nH]2)cc1	18.4	2.7%	-3.1%	-4.2%	4.6	2.6	2.9	0.7%	3.0%	7.0%
NS(=O)(=O)c1cccc(NC(=O)COC(=O)/C=C/c2nc3ccccc3s2)c1	-13.5	-0.3%	x	8.3%	8.3	x	4.7	x	8.0%	3.4%
O=C(NNC(=O)c1ccccc1[N+](=O)[O-])Nc1ccc(Cl)cc1	-8.1	u	-0.2%	-7.6%	-4.4	1.3	-5.0	4.5%	-1.9%	2.0%
Cc1ccc(S(=O)(=O)NN2C(=O)/C(=C/c3cccc(F)c3)SC2=S)cc1	-10.3	u	10.5%	11.8%	2.7	8.0	-4.7	3.5%	-0.7%	-1.8%
CC(C)(C)C(=O)NC(=S)Nc1sc2c(c1C#N)CCCCC2	2.6	u	10.6%	-4.3%	4.2	2.3	7.6	0.0%	2.1%[46.1 µM]	-1.3%
O=C(Cc1ccccc1)N/N=C/c1ccccc1F	-2.6	-0.6%	-2.2%	0.6%	x	0.1	x	1.5%	1.7%[46.1 µM]	-3.3%
COc1ccccc1CN(C)C(=O)c1ccccc1Sc1ccccc1C#N	3.5	4.2%	10.4%	20.4%	-11.9	x	6.4	-5.6%	0.5%	-6.1%
CC(=O)OC(Cn1nc(C)cc1C)c1ccccc1 (configuration not stated)	-4.7	5.2%	-0.1%	0.5%	10.7	-2.2	4.1	0.1%	-2.1%	-3.2%
CN(C)C(=O)C12CCC(C)(c3nc4ccccc4nc31)C2(C)C (configuration not stated)	7.2	9.0%	1.9%	-0.7%	-8.2	1.3	-22.1	-0.1%	x	-4.3%
O=C(O)/C=C/C(=O)Nc1ccc(Oc2ncnc3cc(Cl)ccc23)nc1	3.0	u	-5.6%	10.5%	0.7	8.6	4.8	4.0%	-1.4%	-7.1%
COc1ccc(N(CC(=O)N2CCN(c3ccc(Cl)cc3)CC2)S(=O)(=O)c2c(C)n[nH]c2C)cc1	-1.3	-0.6%	17.2%	3.4%	-3.5	-0.7	-5.6	-1.4%	8.2%	-0.6%
NS(=O)(=O)c1ccc(CNC(=O)c2cc(-c3cccnc3)nc3ccc(Br)cc23)cc1	5.2	3.2%	0.6%	-3.4%	2.0	2.5	-6.1	-3.6%	-11.4%	4.3%
O=C(NCCCn1ccnc1)c1cc(C(=O)C2CCCCC2)c[nH]1	0.8	-1.8%	-3.8%	6.3%	-15.7	-0.1	-4.6	-2.1%	0.3%	-0.4%
CCCc1c(NC(=O)Nc2ccc(Cl)cc2Cl)cnn1-c1ccccc1	-1.1	11.2%	4.9%	0.5%	-14.1	3.9	-2.8	x	2.7%	-1.1%
